Compound activity from PubChem BioAssay.
TRPC4 block – blocks the mouse TRPC4 cation channel. HEK293 TRPC4beta/mu-opioid, DAMGO-evoked Fluo4 calcium flux; stronger effect = lower value. B-score at 10 µM. 0.39% of 300,000 active. AID 2247;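 active means B-score over 3 SD under the library average, no early fluorescence shift, positive overall ratio signal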
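Material: HEK293 cells with stable TRPC4beta plus mu-opioid receptor expression / Probe or stimulus: DAMGO in two steps, submaximal then maximal / Compound: single concentration per test compound / Technique: kinetic Fluo4 fluorescence imaging of calcium influx / Read-out: per-well B score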
DYRK1A inh – Dyrk1A (rat) kinase inhibition; Q63470; ADP-Glo luminescence, NFATc1 peptide; inhibition, % at 12.5 µM; 0.43% of 310,000 active; AID 504441; in the data active means inhibition above about 50%;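 further: plate controls were vehicle with enzyme for no effect and no enzyme for full effect; many of its hits are not listed in these tables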
Platelet DG rel – platelet dense granule release activity. human platelet-rich plasma, SFLLRN dense granule ATP release, luminescence. 0.22% of 300,000 active. inhibition, %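 (compounds screened at 7.5 µM in platelet-rich plasma)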;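 active means mean replicate score, as percent of positive control, at or above 50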
PolyA inh – blocks polyadenylation in yeast reporter cells; S. cerevisiae SKY197-pL101 polyadenylation reporter, beta-gal luminescence; efflux-impaired pdr1/pdr3 knockout yeast; score 100 = 6 SD above DMSO; calls only at 12 µM; 0.02% of 300,000 active; AID 1875;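 active means lowest replicate activity score at least 50, where 100 means six control SD above control mean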;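 further: yeast exposed to compound for 9 h at 30 °C; higher score means more reporter readthrough which indicates perturbed polyadenylation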
KCNQ1 act – potentiates or activates the human KCNQ1 potassium channel | AID 2648 | B-score at 10 µM | 0.35% of 310,000 active | CHO-K1 KCNQ1, thallium flux FluxOR fluorescence; stronger effect = higher value;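 active means fluorescence ratio B-score, a plate-corrected score, at least three library SD, with initial intensity B-score within 5 SD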
Target sequence (P51787 whole entry, looked up): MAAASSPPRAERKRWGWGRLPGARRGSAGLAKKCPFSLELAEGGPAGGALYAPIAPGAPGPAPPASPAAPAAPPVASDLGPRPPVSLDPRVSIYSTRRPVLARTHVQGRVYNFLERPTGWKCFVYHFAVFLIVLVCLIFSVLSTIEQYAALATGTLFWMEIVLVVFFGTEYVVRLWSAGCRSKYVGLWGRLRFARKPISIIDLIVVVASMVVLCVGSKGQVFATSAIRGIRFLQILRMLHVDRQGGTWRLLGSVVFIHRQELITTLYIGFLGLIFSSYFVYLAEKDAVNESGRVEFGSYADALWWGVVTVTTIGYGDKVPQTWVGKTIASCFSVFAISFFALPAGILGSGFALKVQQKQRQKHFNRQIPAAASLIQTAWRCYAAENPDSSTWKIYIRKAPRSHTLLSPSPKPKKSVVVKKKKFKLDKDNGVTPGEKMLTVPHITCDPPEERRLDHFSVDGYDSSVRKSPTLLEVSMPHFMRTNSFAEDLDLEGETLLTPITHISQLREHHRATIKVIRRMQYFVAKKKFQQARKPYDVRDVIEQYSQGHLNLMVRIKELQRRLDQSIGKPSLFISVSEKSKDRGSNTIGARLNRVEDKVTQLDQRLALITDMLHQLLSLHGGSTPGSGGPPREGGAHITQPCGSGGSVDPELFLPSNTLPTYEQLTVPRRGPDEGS
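System: Stable KCNQ1 CHO-K1 line | Incubation: 90 min dye loading and 20 min compound exposure, both at room temperature | Measure: Ratio B score | Medium: Assay buffer for compound exposure, DMSO matched across wells | Compound dosing: Single-concentration screen | Probe or stimulus: K+/Tl+ depolarizing stimulus | Measured by: Kinetic FluxOR fluorescence, 10 s baseline plus 110 s post-stimulus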
hERG rescue – compounds protecting human hERG from proarrhythmic drug block | Q12809 | CHO-hERG, FluxOR thallium flux, dofetilide IC70 present | 0.51% of 310,000 active | activation (rescue from dofetilide block), less the hit threshold, % at 10 µM;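 active means activation above the mean of controls blocked by dofetilide plus 5 SD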;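 further: thallium influx through hERG after potassium depolarization seen as dye fluorescence rise; in these data hits start at about 4.7%; inactives centre near -7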
TRPC4 PAM – TRPC4 (mouse) allosteric potentiation; Q9QUQ5; HEK293 TRPC4beta/mu-opioid, DAMGO EC20, Fluo-4 Ca2+ flux; stronger effect = higher value; B-score at 10 µM; 0.42% of 310,000 active;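 active means B-score of calcium response area above 5 SD of library B-scores, with initial fluorescence ratio within 5 SD of library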;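 further: B-score of integrated fluorescence ratio over time as area under calcium response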
KCNQ1 block – inhibitors of human KCNQ1 potassium channel. B-score at 10 µM. CHO-K1 KCNQ1, FluxOR thallium flux fluorescence; stronger effect = higher value. P51787. 1.3% of 310,000 active;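 active means compounds whose thallium flux B-score, printed positive for inhibition, exceeds three library SD while starting fluorescence stays within three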;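 further: channel opened by potassium depolarization with thallium stimulus after 20 min compound exposure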
KCNK9 inh – inhibitors of human KCNK9 two-pore domain potassium channel. 1.2% of 310,000 active. Q9NPC2. B-score at 10 µM. HEK293 KCNK9, FluxOR thallium flux fluorescence; stronger effect = lower value;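 active means ratio B-score over 3 SD below the library mean, with starting fluorescence within 5 SD of its mean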;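 further: negative B-score means less thallium flux so channel inhibition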
TRPC4 act – opens the mouse TRPC4 cation channel; B-score at 10 µM; HEK293 TRPC4beta/mu-opioid, Fluo4 calcium fluorescence; stronger effect = higher value; Q9QUQ5; 0.49% of 310,000 active;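 active means B-score above 5 SD of library B-scores, and initial fluorescence ratio not above library mean plus 5 SD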;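 further: positive B-score marks a calcium rise read as TRPC4 activation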
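Assay system: HEK293 cells stably co-expressing mouse TRPC4beta and mu-opioid receptor / Timing: Fluo4 dye loading 45 min at room temperature, 110 s recording / Signal: Fluo4 calcium-sensitive dye fluorescence, kinetic, 1 Hz baseline / Read-out: integrated baseline-normalised fluorescence ratio, converted to per-well B score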
KCNK3 block – human KCNK3 channel inhibition, primary screen | B-score at 10 µM | AID 602410 | CHO-KCNK3 thallium flux, FluxOR fluorescence; stronger effect = lower value | 0.84% of 340,000 active;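 active means B-score under library mean minus 4 SD, starting fluorescence ratio at most library mean plus 5 SD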;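 further: more negative B-score means stronger inhibition of thallium flux through KCNK3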
Target sequence (O14649 whole entry, looked up): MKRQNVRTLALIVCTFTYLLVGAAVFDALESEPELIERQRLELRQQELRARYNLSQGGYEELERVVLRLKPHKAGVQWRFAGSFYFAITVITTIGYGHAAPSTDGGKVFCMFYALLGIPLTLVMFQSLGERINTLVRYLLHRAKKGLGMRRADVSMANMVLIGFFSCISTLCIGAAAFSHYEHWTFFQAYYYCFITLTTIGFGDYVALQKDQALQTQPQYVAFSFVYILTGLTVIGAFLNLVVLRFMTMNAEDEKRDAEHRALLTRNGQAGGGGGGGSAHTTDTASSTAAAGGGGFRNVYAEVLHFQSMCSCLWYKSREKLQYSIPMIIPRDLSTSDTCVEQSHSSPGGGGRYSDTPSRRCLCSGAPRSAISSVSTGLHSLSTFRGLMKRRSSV
Active calls of the source: *; i = inactive; nt = not tested or not shown. A portion of the library, so the mix of outcomes need not match the whole.

SMILES	TRPC4 block	DYRK1A inh	Platelet DG rel	PolyA inh	KCNQ1 act	hERG rescue	TRPC4 PAM	KCNQ1 block	KCNK9 inh	TRPC4 act	KCNK3 block
CCN(CC)S(=O)(=O)N1CCC(C(=O)NC2CCCc3ccccc32)CC1 (stereo unspecified)	nt	4.6	-4.1	i	i	-11.2	i	i	i	i	i
CC(=O)n1nc(-c2cccnc2)nc1N	i	-5.3	-2.6	i	i	-6.1	i	i	i	i	i
Cc1cc(=O)n2[nH]c(C(F)(F)F)c(-c3ccccc3)c2n1	i	5.0	-8.9	i	i	-1.5	i	i	i	i	i
CCn1c(=O)c([N+](=O)[O-])c(NCc2ccc3c(c2)OCO3)c2ccccc21	i	3.0	8.4	i	i	-5.5	i	i	i	i	i
COc1ccc(Nc2nc(Cl)nc(N3CCN(c4ccc(OC)cc4)CC3)n2)cc1	i	nt	2.9	i	i	-38.8	i	i	i	i	nt
CCN(C(=O)CSc1nnc(-c2cccs2)n1CC)C1CCS(=O)(=O)C1 (stereo unspecified)	i	10.1	-2.8	i	i	-7.4	i	i	i	i	i
COc1ccc(CC(NC(C)=O)C(=O)NC2CCN(C(=O)c3cccc(Cl)c3)CC2)cc1OC (stereo unspecified)	i	1.8	-3.3	i	i	-3.8	i	i	i	i	i
CCOc1ccc(NC(=O)C2CCCN(S(C)(=O)=O)C2)cc1 (stereo unspecified)	i	-7.0	-1.0	i	i	-5.0	i	i	i	i	i
CCCCOC(=O)C1=C(C)Nc2ncnn2C1c1cccc(OC)c1OC (stereo unspecified)	i	1.7	-6.0	i	i	-14.5	i	i	i	i	i
COc1ccc(CCNC(=O)[C@H](C)N2C(=O)N3CCc4c([nH]c5ccccc45)[C@@]3(C)C2=O)cc1OC	i	6.5	-1.3	i	i	-7.8	i	i	i	i	i
COC(=O)c1ccc(N2C(=O)CC(SCC(=O)Nc3ccc(OC)cc3)C2=O)cc1 (stereo unspecified)	i	0.7	-3.1	i	i	-9.6	i	i	i	i	i
Cc1ccc(-n2c(Cc3cccc4ccccc34)n[nH]c2=S)c(C)c1	i	10.0	-6.2	i	i	-9.2	i	i	i	i	i
FC(F)(F)c1cc(-c2cccs2)nc2nc(N3CCOCC3)sc12	i	-0.8	-1.2	i	i	-14.3	i	i	i	i	i
Cc1ccc(NC(=O)[C@H](NC(=O)[C@@H]2Cc3ccccc3CN2)c2ccccc2)c(C)c1	i	1.4	-0.9	i	i	-14.5	i	i	i	i	i
O=C(Nc1ccc2c(c1)OCCO2)c1c(F)cccc1F	i	6.6	5.0	i	i	-9.8	i	i	i	i	i
COC(=O)C1CCN(C(=O)NC2CCCCC2)CC1	i	4.6	-1.6	i	i	-4.6	i	i	i	i	i
O=C(CN1C(=O)c2ccccc2S1(=O)=O)N1CCN(c2ccccc2F)CC1	i	-1.2	1.6	i	i	-3.6	i	i	i	i	i
CCCSc1nnc(N2C(=O)C(O)=C(C(=O)c3ccco3)C2c2ccccc2F)s1 (stereo unspecified)	i	-1.8	5.9	i	i	-13.7	i	i	i	i	i
CC(NC(=O)CN(C)S(=O)(=O)c1ccc(Br)s1)c1ccccc1 (stereo unspecified)	i	-0.2	8.8	i	i	-13.9	i	i	i	i	i
COc1ccc(S(=O)(=O)Nc2cc(OC)c(NC(=O)c3ccco3)cc2OC)cc1	i	-7.2	8.5	i	i	-5.7	i	i	i	i	i
COc1ccc(OC)c(S(=O)(=O)n2ccnc2C)c1	i	5.6	3.1	i	i	-7.0	i	i	i	i	i
CNC(=S)N/N=C/c1cn(CCOc2ccc(OC)cc2)c2ccccc12	i	-6.0	-8.5	i	i	-6.8	i	i	i	i	i
COc1ccc(CCNc2ncccc2C#N)cc1OC	i	-3.5	-7.8	i	i	-10.7	i	i	i	i	i
COC(=O)CSc1nc2c(c(=O)n(C)c(=O)n2C)n1CCCc1ccccc1	i	1.5	1.2	i	i	-15.9	i	i	i	i	i
CCn1c(SCC(=O)N2CCN(c3ccc(F)cc3)CC2)nnc1-c1ccncc1	i	-15.2	5.4	i	i	-6.7	i	i	i	i	i
CCc1ccc(CN(C)Cc2nc(COc3ccccc3)no2)nc1	i	nt	-7.0	i	i	-9.3	i	i	i	i	i
Cc1ccc(S(=O)(=O)Cc2ccc(C(=O)NCc3cccs3)o2)cc1	i	-2.8	-4.9	i	i	-7.3	i	i	i	i	i
Cn1c(O)c(N=NC(=O)c2cc(-c3cccs3)nc3ccccc23)c2ccccc21	i	-0.4	-7.0	i	i	-15.2	i	i	i	i	i
Nc1ccccc1C(=O)NNC1=C(C(=O)C(F)(F)F)CCC1	i	nt	-2.9	i	i	-10.4	i	i	i	i	i
O=C(Oc1cccc2cccnc12)c1cccc([N+](=O)[O-])c1	i	-7.1	-0.1	i	i	-5.4	i	i	i	i	i
COc1ccc(C2NC(=O)NC(C)=C2C(=O)OC2CCCC(C)C2)cc1 (stereo unspecified)	i	0.8	4.1	i	i	-12.7	i	i	i	i	i
Cc1ccc(C)c(N2CCN(S(=O)(=O)c3ccc(-c4cc(C)no4)s3)CC2)c1	i	-4.9	5.1	i	i	-8.8	i	i	i	i	i
CCc1nnc(NC(=O)c2ccc(S(=O)(=O)N3CCCC(C)C3)cc2)s1 (stereo unspecified)	i	-9.6	8.9	i	i	-4.5	i	i	i	i	i
Cc1ccc(C2CC(=O)Nc3c2ccc2ccccc32)cc1[N+](=O)[O-] (stereo unspecified)	i	1.7	-9.9	i	i	-13.0	i	i	i	i	i
COc1cc([C@@H]2C[C@H]3CN(c4ccccc4)C(=O)[C@]34CCCN24)cc(OC)c1OC	i	0.0	-2.7	i	i	-12.8	i	i	i	i	i
O=C1CC(N2CCC(c3nc4ccccc4o3)CC2)C(=O)N1Cc1cccs1 (stereo unspecified)	i	3.5	5.1	i	i	-8.0	i	i	i	i	i
COc1ccccc1NC(=O)Cn1cnc2sc(C(=O)NCc3ccco3)c(C)c2c1=O	i	-8.7	13.1	i	i	-5.5	i	i	i	i	i
CCOc1ncccc1C(=O)NC(C)CCc1ccccc1 (stereo unspecified)	i	5.2	-0.5	i	i	-3.8	i	i	i	i	i
O=C(CCC1CCCC1)Nc1ccc([N+](=O)[O-])cn1	i	-4.8	-4.2	i	i	-6.1	i	i	i	i	i
COc1ccc(S(=O)(=O)N2N=C(c3ccc(NS(C)(=O)=O)cc3)CC2c2ccco2)cc1 (stereo unspecified)	i	-0.2	6.4	i	i	-3.4	i	i	i	i	i
Cc1ccc(S(=O)(=O)c2ccc(Cl)cc2)cc1S(=O)(=O)NC(C)C(=O)O (stereo unspecified)	i	-0.7	9.6	i	i	-8.6	i	i	i	i	i
C=CCN1C(=O)[C@@H]2Cc3c([nH]c4ccccc34)C(c3ccc(O)cc3)N2C1=S (stereo partly specified)	i	0.4	0.1	i	i	-10.0	i	i	i	i	i
O=C1c2ccccc2C(=O)N1CCSC(=S)N1CCOCC1	i	9.9	-3.6	i	i	-2.5	i	i	i	i	i
CNC(=O)[C@@H]1C[C@H]1[C@@H](NC(=O)OCc1ccccc1)c1ccccc1	i	-11.9	-1.5	i	i	-9.1	i	i	i	i	i
O=C1C2C3CCC(C3)C2C(=O)N1c1ccc2ccccc2c1 (stereo unspecified)	i	0.0	-1.9	i	i	-4.0	i	i	i	i	i

An excerpt from above in order of molar mass, falling:
SMILES	TRPC4 block	DYRK1A inh	Platelet DG rel	PolyA inh	KCNQ1 act	hERG rescue	TRPC4 PAM	KCNQ1 block	KCNK9 inh	TRPC4 act	KCNK3 block
Cc1ccc(C)c(N2CCN(S(=O)(=O)c3ccc(-c4cc(C)no4)s3)CC2)c1	i	-4.9	5.1	i	i	-8.8	i	i	i	i	i
COc1cc([C@@H]2C[C@H]3CN(c4ccccc4)C(=O)[C@]34CCCN24)cc(OC)c1OC	i	0.0	-2.7	i	i	-12.8	i	i	i	i	i
O=C(CCC1CCCC1)Nc1ccc([N+](=O)[O-])cn1	i	-4.8	-4.2	i	i	-6.1	i	i	i	i	i

Other structures follow:
SMILES	TRPC4 block	DYRK1A inh	Platelet DG rel	PolyA inh	KCNQ1 act	hERG rescue	TRPC4 PAM	KCNQ1 block	KCNK9 inh	TRPC4 act	KCNK3 block
CCN1C2=C(C(=O)CCC2)C(c2ccc(O)cc2)C2=C1CCCC2=O	i	-2.3	2.9	i	i	-5.8	i	i	i	i	i
CCOC(=O)C(Sc1cc(C)nc(N)n1)C(C)=O (stereo unspecified)	i	19.0	6.5	i	i	-5.9	i	i	i	i	i
CCCC(C(=O)NC(C)(C)C)N(CC1CCCO1)C(=O)c1snc(C(N)=O)c1N (stereo unspecified)	i	0.8	0.3	i	i	-9.7	i	i	i	i	i
COC(=O)[C@@H]1CCCN1C(=O)CCc1nnc(C2CCCCC2)o1	i	3.2	2.5	i	i	-6.5	i	i	i	i	i
Cc1cc(NC(=O)CSCC(=O)Nc2ccc(Cl)c(C(F)(F)F)c2)no1	-5*	19.8	-0.5	i	i	-13.8	i	i	i	i	i
CSc1ccc(CNC(C)(C)CO)cc1	i	nt	10.6	i	i	-7.6	i	i	i	i	i
O=C(O)CCSc1nnc(COc2cccc3cccnc23)n1-c1ccccc1	i	1.0	-4.0	i	i	0.8	i	i	i	i	i
c1ccc(C(c2ccccc2)N2CCN(Cc3nnnn3C3CCCCC3)CC2)cc1	i	-5.4	2.8	i	i	-12.2	i	i	-14.6*	i	-10.8*
COc1cc2cc(C(c3nnnn3C3CCCC3)N(C)C3CCCCC3)c(=O)[nH]c2cc1OC (stereo unspecified)	i	-4.9	12.2	i	i	-13.2	i	i	i	i	i
COc1ccc(Cl)c(N2CCN(CCCNC(=O)Nc3ccc(C)cc3)CC2)c1	i	-2.6	-4.5	i	i	-19.2	i	i	i	i	i
COc1ccc(NC(=O)c2ccc3nccnc3c2)cc1	i	0.7	21.3	i	i	-8.9	i	i	i	i	i
CCN(CC)CCCNC(=O)C1CCN(C(=O)c2cc3sccc3n2Cc2ccc(F)cc2)CC1	i	nt	-4.3	i	i	-5.5	i	i	i	i	i
CCCCCNc1c(C(=O)OCC)c(=O)[nH]c2ccccc12	i	3.2	-4.2	i	i	-4.3	i	i	i	i	i
O=C(CSc1nnnn1-c1ccccc1)Nc1ncc(Cc2ccccc2Cl)s1	i	2.1	3.7	i	i	-8.1	i	i	i	i	i
